# HT1080NT lethal: kills 2HG-producing HT-1080-NT fibrosarcoma cells; HT-1080-NT fibrosarcoma viability, CellTiter-Glo ATP luminescence, 48 h; Potency, µM (series often up to 46.1 µM), inactives show at the highest dose activity, negative = less viability, hits mostly cytotoxic; actives 1.6% (n = 360,000); AID 686970;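 also: NT is the 2HG producing partner of a matched IDH1 knockdown line; potency is read from the fitted curve at half-maximal effect; 0% = DMSO-treated cells and -100% = media-only wells without cells; nearly all actives have a fitted effect of over 55% in size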
#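 Viability by CellTiter-Glo luminescence after 48 h compound exposure at 37C of HT-1080-NT cells (750/well, RPMI, 5% FBS). % activity scaled between DMSO wells and medium-only wells, then curve-fitted and categorized by curve class.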
# WRN inhibitor: blocks human WRN helicase. Q14191. actives 0.46% (n = 360,000). WRN helicase unwinding, fluorescent forked duplex, kinetic. Potency, µM (top dose mostly 114 µM), inactives show at the highest dose activity change, negative = inhibition, usual class: inhibitors; also: potency is read from the fitted curve at half-maximal effect; % is scaled to controls: 0 for no effect and ±100 for the full control effect; nearly all actives have a fitted effect of over 55% in size
# Target sequence (Q14191 whole entry, looked up): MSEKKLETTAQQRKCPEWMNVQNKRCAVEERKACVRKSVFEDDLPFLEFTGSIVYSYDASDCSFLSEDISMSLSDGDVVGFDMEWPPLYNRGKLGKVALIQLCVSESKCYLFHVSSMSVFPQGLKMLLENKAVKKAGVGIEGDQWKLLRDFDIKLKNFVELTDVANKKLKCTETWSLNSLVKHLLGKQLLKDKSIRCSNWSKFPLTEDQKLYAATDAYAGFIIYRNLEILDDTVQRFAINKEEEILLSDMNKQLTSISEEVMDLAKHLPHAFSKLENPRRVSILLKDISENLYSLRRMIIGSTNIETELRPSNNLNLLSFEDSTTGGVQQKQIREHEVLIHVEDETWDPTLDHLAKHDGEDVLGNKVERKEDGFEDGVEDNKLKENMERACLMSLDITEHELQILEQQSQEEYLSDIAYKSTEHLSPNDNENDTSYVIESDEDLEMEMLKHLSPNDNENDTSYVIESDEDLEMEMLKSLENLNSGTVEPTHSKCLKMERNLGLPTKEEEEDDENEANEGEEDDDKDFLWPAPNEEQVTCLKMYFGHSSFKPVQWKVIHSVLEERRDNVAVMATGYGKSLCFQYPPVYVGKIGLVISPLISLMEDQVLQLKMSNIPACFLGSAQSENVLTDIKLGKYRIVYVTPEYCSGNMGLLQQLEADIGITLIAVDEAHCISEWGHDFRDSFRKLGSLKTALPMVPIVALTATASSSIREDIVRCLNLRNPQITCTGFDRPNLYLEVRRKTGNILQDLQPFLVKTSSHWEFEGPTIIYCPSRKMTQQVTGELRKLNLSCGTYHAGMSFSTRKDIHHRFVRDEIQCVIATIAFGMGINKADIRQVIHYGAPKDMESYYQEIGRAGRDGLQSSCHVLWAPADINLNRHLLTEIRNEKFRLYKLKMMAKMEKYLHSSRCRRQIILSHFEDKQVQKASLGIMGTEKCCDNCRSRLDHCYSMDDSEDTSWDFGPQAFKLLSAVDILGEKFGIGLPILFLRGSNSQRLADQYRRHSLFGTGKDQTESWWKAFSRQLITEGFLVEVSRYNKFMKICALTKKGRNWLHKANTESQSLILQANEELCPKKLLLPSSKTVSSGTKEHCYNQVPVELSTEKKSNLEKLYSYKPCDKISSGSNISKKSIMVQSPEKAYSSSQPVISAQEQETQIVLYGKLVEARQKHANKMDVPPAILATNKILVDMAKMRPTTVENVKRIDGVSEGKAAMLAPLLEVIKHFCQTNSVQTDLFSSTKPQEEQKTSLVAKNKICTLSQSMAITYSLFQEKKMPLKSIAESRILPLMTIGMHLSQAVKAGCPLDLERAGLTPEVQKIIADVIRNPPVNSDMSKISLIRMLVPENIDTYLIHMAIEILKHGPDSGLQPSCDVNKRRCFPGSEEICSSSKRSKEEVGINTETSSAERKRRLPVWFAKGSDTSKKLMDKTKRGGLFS
#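 Fluorescence dequenching readout, ex 525 nm/em 598 nm, kinetic mode: forked duplex DNA (100 nM final) with adjacent fluorophore and quencher unwound by WRN (20 nM final) with 2 mM ATP. Compound preincubation 15 min, room temperature.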
# IL1B secr inh: inflammasome signaling inhibition, IL-1 beta readout; THP-1 LPS/ATP IL-1B secretion, AlphaLISA, 16 h; stronger effect = lower value; activity change, % at 57.5 µM; AID 743279; actives 4.7% (n = 360,000); in the data active = activity change below about -50%; inconclusive = mostly about -30% to -49%; also: % is scaled to controls: 0 for no effect and ±100 for the full control effect
#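 THP-1 cells pretreated 1 hr with compounds (up to 57.5 uM final), then stimulated with LPS (250 ng/mL final) plus ATP (1.25 mM final); secreted IL-1B measured by AlphaLISA after 16 hr, decreased signal indicating inhibition.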
# ATXN2 expr inh: inhibitors of ATXN2 expression; HEK-293 ATXN2-luciferase reporter, luminescence, 24 h; Potency, µM (doses to about 57 µM), inactives show at the highest dose activity change, negative = inhibition, hits mostly inhibitors; actives 0.72% (n = 360,000); also: potency is read from the fitted curve at half-maximal effect; % is scaled to controls: 0 for no effect and ±100 for the full control effect; nearly all actives have a fitted effect of over 55% in size
#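 ATXN2-luciferase reporter cells (luciferase flanked by upstream and downstream ATXN2 gene portions) were treated 24 h at 37 °C with compounds at up to 57 uM. SteadyGlo luminescence gave expression; GF-AFC fluorescence gave viability.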
# HT1080 IDH1KD tx: toxicity to HT-1080 IDH1 knockdown cells (counter line) | AID 686971 | HT-1080 IDH1 knockdown viability, ATP luminescence, 48 h | actives 2% (n = 360,000) | Potency, µM (titrated, usually from 46.1 µM), inactives show at the highest dose activity, negative = toxicity, usual class: cytotoxic;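 also: potency is read from the fitted curve at half-maximal effect; 0% = DMSO wells and -100% = cell-free medium wells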
#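 IDH1KD HT-1080 cells, 750/well, RPMI + 5% FBS; compound pinned after 2 h settling; 48 h, 37 °C; CellTiter-Glo luminescence; % activity normalised to DMSO and no-cell wells; curves fitted, classed by r2 and efficacy.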
# MCF10A rerep: induces DNA re-replication in MCF 10a normal breast cells; actives 2.9% (n = 350,000); Potency, µM (highest dose often 46.1 µM), for the others: at the highest dose activity, positive = re-replication, hits mostly activators; MCF 10A DNA re-replication, Hoechst nuclear intensity, 48 h; also: potency is read from the fitted curve at half-maximal effect; % of control where 0% means no effect; nearly all actives have a fitted effect of over 50% in size
# KB-3-1 cytotox: kills parental KB-3-1 adenocarcinoma cells; KB-3-1 viability, CellTiter-Glo ATP luminescence, 72 h; Potency, µM (highest dose often 46.1 µM), inactives show top-dose activity change, negative = cytotoxic, actives largely listed as cytotoxic; actives 1.4% (n = 400,000); AID 1347075; also: potency is read from the fitted curve at half-maximal effect; % is scaled to controls: 0 for no effect and ±100 for the full control effect; nearly all actives have a fitted effect of over 60% in size
#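 Multi-concentration cytotoxicity screen in KB-3-1 cells grown in DMEM lacking phenol red with 10% FBS. After 72 h at 37 °C with compound, ATP-dependent luminescence was recorded.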
# KB-V1 MDR tox: KB-V1 MDR subline cytotoxicity; KB-V1 MDR cells viability, CellTiter-Glo, 72 h; Potency, µM (titrated, usually from 46.1 µM), inactives show top-dose activity change, negative = cytotoxicity, actives largely listed as cytotoxic; actives 3.4% (n = 400,000); also: potency is read from the fitted curve at half-maximal effect; % is scaled to controls: 0 for no effect and ±100 for the full control effect; nearly all actives have a fitted effect of over 60% in size
#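 Cytotoxicity via CellTiter-Glo luminescence after 72 h compound exposure at 37 degrees C. Cells: drug-selected KB-V1 line, DMEM phenol-red free plus 10% FBS. Compounds tested at multiple concentrations; normalized data fitted to concentration-effect curves.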
# SW480 rereplic: inducers of DNA re-replication in SW480 colon cancer cells; actives 1.8% (n = 340,000); Potency, µM (series often up to 46.1 µM), for the others: at the top dose re-replication activation, most hits filed as activators; SW480 DNA re-replication, Hoechst DNA content imaging, 48 h; AID 624297; also: potency is read from the fitted curve at half-maximal effect; % of control where 0% means no effect; nearly all actives have a fitted effect of over 55% in size
#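 SW480 cells exposed to compounds for 48 hr at 37 C, 5% CO2, then Hoechst-stained 40 min. Nuclear DNA content imaged by fluorescence scanning (405 nm excitation, 500-530 nm emission); re-replication scored as increased high-intensity nuclei.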
# Active calls of the source: *; ? = inconclusive; . = not tested or not shown; [ ] = remark or other dose. Unless noted, calls follow the shape of the dose curve; as a rule, active = well fitted curve in the direction sought with a large enough effect; inconclusive = small, poorly fitted or top-dose-only effect, or another doubt; inactive = no such curve, though single readings can be large; an effect the other way counts as inactive or inconclusive.
SMILES,HT1080NT lethal,WRN inhibitor,IL1B secr inh,ATXN2 expr inh,HT1080 IDH1KD tx,MCF10A rerep,KB-3-1 cytotox,KB-V1 MDR tox,SW480 rereplic
CCCCCC(=O)Nc1ccc(N2CCN(C(=O)c3ccccc3)CC2)cc1,1%,-11%,-13,-5%,-2%,?,7%,-8%,-4%
O=C(c1ccc2c(=O)n3c(nc2c1)CCC3)N1CCCSC1=Nc1ccccc1,3%,-4%,14,-6%,0%,-8%,10%,-2%,-2%
O=C(CCc1ccc(O)c(O)c1)N/N=C/c1ccc2c(c1)OCO2,-1%,0%[11.6 µM],-8,-28%,-24%,?,8%,15%,24%
C/C(CCC(C)C)=N\Nc1ccc(S(N)(=O)=O)cc1[N+](=O)[O-],0%,-7%,13,-15%,0%,?,-1%,3%,8%
COc1ccc(C(=O)Nc2c(C(C)(C)C)nn(C)c2C(C)(C)C)cc1,24%,-5%,6,-4%,23%,-1%,7%,1%,-14%
O=C(CN1CCCCCC1)N/N=C/c1ccc2ccccc2c1,?,8%,-3,.,10%,-1%,6%,4%,-7%
Cc1cccc(NC(=O)CCc2ccc(N3C(N)=NC(N)=NC3(C)C)cc2)c1,1µM*,-1%,5,.,0.46µM*,.,-15%,?,.
Cc1ccc(S(=O)(=O)N2CCN(C(C)C(=O)NCC(C)c3ccccc3)CC2)cc1 (stereo unspecified),5%,-17%,-9,-7%,19%,4%,-4%,-9%,9%
O=C(CCS(=O)(=O)c1ccccc1)Nc1ccc2c(c1)OCO2,10%,-6%,-11,45%[activator],-3%,-3%,2%,1%,-6%
FC(F)(F)c1cc(-c2ccc3c(c2)OCO3)nc(NCc2ccco2)n1,0%,-2%,-10,-7%,-12%,?,3%,-22%,-1%
Cc1csc(=O)n1CC(=O)OCC(=O)NNC(=O)c1ccccc1,-1%,-28%,11,-4%,0%,1%,.,.,0%
NC(=O)C(=O)N/N=C1\CCc2ccccc21,3%,3%,3,28%,0%,-1%,1%,-13%,-8%
COc1cc(C(=O)Nc2ccc(-n3cnnn3)c(C)c2)cc(OC)c1OC,-30%,-7%,-23,0%,-3%,18%,0%,7%,-7%
COc1ccc(CCNC(=O)CNC(=O)c2nn(-c3ccc(OC)c(OC)c3)c(=O)c3ccccc23)cc1OC,2%,0%[57.1 µM],-6,-14%,-1%,?,9%,18%,?
CSc1nc(N)nc(SCC(=O)CC(=O)OC(C)C)c1C#N,4%,-7%,-7,-2%,12%,6%,12%,?,-5%
CC(O)[C@H]1CNCCN1CC1(c2ccccc2)CC1 (stereo partly specified),9%,-1%,3,11%,15%,-1%,13%,?,-14%
COc1ccc(NC(=O)c2cccc(NS(=O)(=O)c3ccccc3)c2)cc1,-2%,7%,16,.,1%,1%,-2%,?,-11%
Cn1c(=O)n(CCc2ccccc2)c(=O)c2c1ncn2Cc1ccccc1,-28%,-5%,47,?,?,30%,12%,-11%,2%
COc1ccc(C(=O)CCS(=O)(=O)c2ccc(C)cc2)cc1,8%,-6%,?,6%,?,?,-1%,7%,?
COc1cccc(OC)c1OCCN1CCN(C(=O)c2ccco2)CC1,8%,11%,4,-2%,11%,-9%,13%,-29%,1%
Cc1nc2ccccc2c(=O)n1NC(=O)c1ccccc1,0%,-2%,17,48%[activator],3%,3%,15%,20%,-1%
O=C1NC(=S)N/C1=C/c1cccnc1,9%,2%,?,44%[activator],10%,-1%,2%,19%,-7%
CC(C)(C)c1ccc(C(=O)N2CCC(C(=O)N3CCCCC3)CC2)cc1,-1%,3%,-5,18%,-8%,5%,13%,-6%,3%
O=C(NN1CC(C(=O)OCc2ccc(Cl)cc2Cl)CC1=O)c1ccccc1 (stereo unspecified),8%,1%,14,-4%,-6%,1%,12%,27%,7%
CC(C)(C)SCCNC(=O)CSCc1ccc([N+](=O)[O-])cc1,0%,3%,-13,0%,-2%,-4%,3%,0%,-5%
Cc1ccc(Cl)cc1N1CCN(S(=O)(=O)c2c(C)[nH]c(C)c2C(=O)N2CCCCC2)CC1,-12%,-7%,?,.,-25%,?,1%,7%,-48%
COc1ccccc1C(=O)NC(CCSC)C(=O)NCCCSc1ccccc1 (stereo unspecified),3%,-7%,-9,-2%,2%,16%,-2%,0%,-3%
CCN(C)C1CN(Cc2cn(Cc3ccc(OC)cc3)nn2)S(=O)(=O)C1 (stereo unspecified),15%,0%,17,14%,26%,.,2%,-1%,.
CC(=O)Sc1nc(-c2ccccc2)[nH]c1S(=O)(=O)c1ccc(C)cc1,6%,?,-5,7%,18%,?,18%,7%,2%
COc1ccc(C(=O)Nc2ccc(Cl)c(Cl)c2)c(OC)n1,7%,0%,40,43%[activator],0%,?,1%,11%,1%
O=C(c1nc2ccc(Cl)cn2c1CN1CCCC1)N1CCc2ccccc2C1,9%,-11%[11.6 µM],56,-13%,6%,-10%,-1%,-19%,-4%
COc1ccc(NC(=O)CSc2nnnn2C2CCCC2)cc1S(=O)(=O)N1CCOCC1,7%,-7%,1,.,1%,.,-10%,-8%,.
COc1ccc(-n2ccnc2SCC(=O)c2c(N)n(C3CC3)c(=O)[nH]c2=O)cc1,8%,3%,14,.,9%,.,4%,19%,.
CC1CCN(S(=O)(=O)c2ccc(S(=O)(=O)NCC(=O)C(C)(C)C)cc2)CC1,10%,-12%,-2,5%,17%,?,14%,-28%,?
O=S(=O)(Cc1ccccc1Cl)NCCc1ccc(F)cc1,2%,5%,-14,4%,8%,3%,7%,10%,?
COc1ccc(/C=C/C(=O)Nc2c(C)nn(C)c2C)cc1COc1ccc(Br)cc1,-27%,4%,-24,?,-21%,4.6µM*,-16%,1%,5%
O=C(NCCCn1ccnc1)c1cc(S(=O)(=O)N2CCOCC2)ccc1F,-1%,6%,32,-2%,7%,-2%,26%,16%,1%
O=C1c2ccccc2-c2nnc(-c3ccc(O)cc3)cc21,13%,1%,-24,-30%,15%,?,-4%,-13%,-11%
CC1CCC(NC(=O)c2ccc(NC(=O)CC3SC(N4CCCC4)=NC3=O)cc2)CC1 (stereo unspecified),1%,1%,78,63%[activator],-7%,1%,-13%,?,-61%[inhibitor]
Cc1ccccc1NC(=S)NNc1ncc(C(F)(F)F)cc1Cl,4%,7%[57.1 µM],-9,-2%,-4%,11%,4%,0%,-7%
O=C(CSc1nnc(CCc2ccccc2)n1-c1ccc(Cl)cc1)NCc1ccccc1,-1%,-18%,-7,3%,-4%,17%,-13%,?,4%
CS(=O)(=O)Nc1ccccc1N=C(c1ccccc1)c1ccccc1,3%,6%,-8,.,1%,17%,7%,-12%,-5%
C#CCOCCOCCOCCNc1nc(N2CCOCC2)nc(N2CCN(C(=O)Cn3cc(CC(C)O)nn3)CC2)n1 (stereo unspecified),14%,0%,6,-1%,4%,4%,-17%,-21%,-15%
C=CC1=C2C=C(C3CC3)N(CC3CC3)C=C2C(=O)C(C)(OC(=O)c2ccco2)C1=O (stereo unspecified),-2%,8%,7,-6%,-3%,-1%,-9%,-10%,-9%
CC(C(=O)Nc1ccc(S(=O)(=O)N2CCCC2)cc1)N1CCN(c2ccccc2O)CC1 (stereo unspecified),-11%,-3%,-2,.,0%,20%,1%,12%,3%
COc1ccc(CC(=O)N2N=C(C)CC2(O)C(F)(F)F)cc1OC (stereo unspecified),6%,1%,15,-6%,-1%,1%,0%,-2%,-4%
Cc1ccc(OCCC(=O)Nc2ccc(C)c(F)c2)cc1,-9%,1%,-7,.,-3%,?,0%,-4%,29%
NC(=O)c1nsnc1-c1ccccc1O,16%,11%,13,-3%,3%,-2%,-6%,5%,-9%
Cc1csc(SCC(=O)NCc2ccccc2Cl)n1,8%,6%,28,-7%,13%,2%,13%,?,-6%
CC(OC(=O)c1cc(Br)ccc1O)C(=O)Nc1ccc(S(=O)(=O)N2CCCC2)cc1 (stereo unspecified),?,-20%,?,?,?,?,?,23µM*,?
c1cncc(-c2nc(N3CCOCC3)c3c4c(sc3n2)CCC4)c1,3%,3%,0,?,-7%,13%,-3%,-22%,0%
COc1ccc(-c2ccc(C(=O)Nc3ccc(C(C)C)cc3)c3occc23)c(C)c1,-1%,-4%,25,-14%,-20%,.,0%,-1%,.
COC(=O)c1ccc(C2C(C(=O)c3ccco3)=C(O)C(=O)N2c2cc(C)on2)cc1 (stereo unspecified),-1%,-5%,15,6%,1%,-1%,8%,?,20%
COc1ccc(C(=O)c2ccc(Br)cc2)c2ccccc12,-1%,-4%,0,.,3%,7.3µM*,?,18µM*,-2%
C=CCNC(=O)N1CCCC(C(=O)c2cccc(OC(C)C)c2)C1 (stereo unspecified),2%,6%,17,1%,-6%,2%,-8%,-21%,9%

# In the list so far, 3 contain a CF3 group:
SMILES,HT1080NT lethal,WRN inhibitor,IL1B secr inh,ATXN2 expr inh,HT1080 IDH1KD tx,MCF10A rerep,KB-3-1 cytotox,KB-V1 MDR tox,SW480 rereplic
FC(F)(F)c1cc(-c2ccc3c(c2)OCO3)nc(NCc2ccco2)n1,0%,-2%,-10,-7%,-12%,?,3%,-22%,-1%
Cc1ccccc1NC(=S)NNc1ncc(C(F)(F)F)cc1Cl,4%,7%[57.1 µM],-9,-2%,-4%,11%,4%,0%,-7%
COc1ccc(CC(=O)N2N=C(C)CC2(O)C(F)(F)F)cc1OC (stereo unspecified),6%,1%,15,-6%,-1%,1%,0%,-2%,-4%

# Screens as filed in PubChem BioAssay.
